From PubChem BioAssay
ERK AVP inh: vasopressin-driven ERK pathway inhibition | HEK293-V1b, vasopressin-stimulated pERK AlphaScreen | Potency, µM (highest dose often 57.5 µM), without a hit: top-dose activity, negative = inhibition, hits mostly inhibitors | 72,000 tested, 0.99% active | AID 995; note: potency is the fitted concentration of half-maximal effect; % is set by controls: 0 for no effect and ±100 for the full control effect; nearly all actives have a fitted effect of over 55% in size
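HEK293 cells stably expressing V1b receptor, preincubated 30 min at 37 °C with compound, then stimulated 5 min with 25 nM vasopressin. Phospho-ERK by AlphaScreen SureFire after 5 h RT; normalized to DMSO and vasopressin; AC50 by Hill fit.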
UbGFP stabilizer: inhibits proteasome, raising ubiquitin-GFP reporter fluorescence | Ubiquitin-GFP reporter cells, proteasome inhibition, GFP fluorescence; response scale: untreated = 0%, 10 µM MG-132 = 100% | AID 526 | Potency, µM (top dose mostly 45.9 µM), for the others: top-dose activation (GFP accumulation), actives largely listed as activators | 67,000 tested, under 10 active; active = well fitted activation curve with a large enough effect, not every such curve was filed as active; inconclusive = small, poorly fitted or top-dose-only effect, or another doubt; inactive = no such curve, though single readings can be large or run the other way; note: potency is the fitted concentration of half-maximal effect
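U2OS Ub(G76V)-GFP reporter; O/N plating, 0.5% FBS; cpd 46 uM–2.9 nM, 4 h, 37 °C; GFP+ cell count, 488/515 nm; norm. to basal vs 10 uM MG-132; CRC fit.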
A350 autofl: compounds fluorescent in Alexa 350 spectral region; Compound autofluorescence, 340/450 nm, Alexa 350 dye-equivalents; hits give high values; max dye-equivalent concentration, M; 59,000 tested, 11% active; in the data active = max dye-equivalent concentration above about 10 nM; inconclusive = mostly about 1.1 nM to 9.6 nM
CRE Fsk mod: modulators of forskolin-stimulated CRE signaling in CHO cells; CHO CRE-bla reporter (cAMP response element driving beta-lactamase), forskolin EC10, beta-lactamase ratio; Potency, µM (titrated, usually from 38.2 µM), for the others: at the highest dose activity change, negative = inhibition, actives largely listed as activators; 71,000 tested, 2.5% active; AID 662; active = well fitted activation curve with a large enough effect in the signal ratio, with a control signal flat, not every such curve was filed as active; inconclusive = small, poorly fitted or top-dose-only effect, or effect the other way, or a change in a side signal; the % refers to the signal ratio; note: potency is the fitted concentration of half-maximal effect; % of control where 0% means no effect
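CHO CRE-bla cells, overnight plating in Opti-MEM with 0.5% dialyzed FBS; cpd titration + EC10 NKH 477, 3 h 37 °C; CCF4 2 h RT; ex 405/em 460 vs 530 ratio → %Activity, AC50.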
Fluorescein fluor: compound fluoresces in the fluorescein spectral region; 59,000 tested, 0.91% active; Compound autofluorescence, 480/540 nm, fluorescein-equivalent; hits give high values; max fluorescein-equivalent concentration, M; in the data active = max fluorescein-equivalent concentration above about 10 nM; inconclusive = between about 1.1 nM and that limit
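Fluorescein stocks ranging 3 mM down to 300 nM, plus DMSO blanks, were pinned alongside compounds to build a per-plate standard curve. Buffer: 100 mM Tris, pH 8.0. Incubation 15 min, room temperature; filters 480/540 nm.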
4MU fluor: compound fluoresces in the 4-MU spectral region; compound autofluorescence, 340/450 nm, 4-MU equivalents; hits give high values; max dye-equivalent concentration, M; 59,000 tested, 11% active; in the data active = max dye-equivalent concentration above about 10 nM; inconclusive = mostly about 1.1 nM to 9.6 nM
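Compounds in 100 mM Tris, pH 8.0, incubated 15 min at room temperature, then fluorescence read at 340 nm excitation/450 nm emission. Signal converted to 4-MU dye-equivalent concentration using an on-plate six-point 4-MU standard curve.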
Texas Red fluor: compounds fluorescent in Texas Red spectral region. 59,000 tested, 0.06% active. AID 587. max dye-equivalent concentration, M. Compound fluorescence, Texas Red channel, 547/618 nm; hits give high values; in the data active = max dye-equivalent concentration above about 10 nM; inconclusive = between about 1.1 nM and that limit
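Texas Red-region profiling: compounds in 100 mM Tris pH 8.0 were read at 547/618 nm after 15 min at room temperature. Intensities were normalized against a six-point Texas Red standard series to give dye-equivalent concentration.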
Hsp90 Hop PPI: changes Hsp90-Hop TPR2A binding signal, up or down; AID 595; 71,000 tested, 0.44% active; Potency, µM (doses to about 57 µM), without a hit: at the highest dose activity change, negative = inhibition; AlphaScreen TPR2A-His6 binding biotin-Hsp90 C-terminal peptide; active = well fitted curve in either direction with a large enough effect; inconclusive = small, poorly fitted or top-dose-only effect, or another doubt; note: potency is the fitted concentration of half-maximal effect; % is set by controls: 0 for no effect and ±100 for the full control effect; many of its hits are not listed in these tables
Epigenetic mod: epigenetic modulators derepressing GFP locus in mouse cells; mouse C127i GFP locus derepression, cytometry, 30 h; Potency, µM (series often up to 46.1 µM), without a hit: at the top dose GFP derepression (activation); 68,000 tested, 0.09% active; note: % of control where 0% means no effect
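Murine C127i mammary cells carrying a silenced, stably integrated CMV-driven GFP reporter were treated with compound for 30 hours at 37 C. After PBS washes, GFP-positive cells were counted by laser-scanning microplate cytometry.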
HBB splicing: hemoglobin beta splicing modulation | HBB splicing reporter cell assay, activation; EGFP reporter with mutant IVS2-654 intron; response scale: normalised to 500 nM splice-correcting PNA | Potency, µM (top dose mostly 46.1 µM), without a hit: top-dose activation, hits mostly activators | 65,000 tested, 0.06% active | AID 925; note: potency is the fitted concentration of half-maximal effect; 0% is about no effect
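Compounds were applied for 2 days to HeLa EGFP-654 cells, 500/well in Optimem with 2% FCS. The reporter's EGFP is disrupted by mis-splicing of beta-globin intron IVS2-654. Readout: summed well GFP fluorescence from 488 nm laser scanning; reference was 500 nM antisense […] 654 PNA.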
FLuc inh: blocks Photinus pyralis firefly luciferase activity | P08659 | purified firefly luciferase, luminescence, 8 min | Potency, µM (series often up to 57.1 µM), for the others: at the top dose activity change, negative = inhibition, most hits filed as inhibitors | 72,000 tested, 2.2% active; note: potency is the fitted concentration of half-maximal effect; % is set by controls: 0 for no effect and ±100 for the full control effect; nearly all actives have a fitted effect of over 40% in size
Target sequence (P08659 whole entry, looked up): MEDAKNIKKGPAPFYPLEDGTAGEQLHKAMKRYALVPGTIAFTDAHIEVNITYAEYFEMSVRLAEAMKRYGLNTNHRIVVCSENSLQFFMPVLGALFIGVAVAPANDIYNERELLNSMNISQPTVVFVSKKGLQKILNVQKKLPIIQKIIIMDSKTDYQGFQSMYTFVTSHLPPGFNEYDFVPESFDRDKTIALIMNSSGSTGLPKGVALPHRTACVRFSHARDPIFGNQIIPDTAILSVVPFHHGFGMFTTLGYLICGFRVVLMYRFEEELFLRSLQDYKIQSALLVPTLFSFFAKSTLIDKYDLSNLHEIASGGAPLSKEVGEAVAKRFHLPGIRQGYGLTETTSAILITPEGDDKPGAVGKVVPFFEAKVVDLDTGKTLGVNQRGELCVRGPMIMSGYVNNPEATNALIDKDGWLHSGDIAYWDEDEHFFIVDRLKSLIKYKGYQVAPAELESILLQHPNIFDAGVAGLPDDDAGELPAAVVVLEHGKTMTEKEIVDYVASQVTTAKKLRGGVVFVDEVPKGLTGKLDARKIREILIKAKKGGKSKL
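Firefly luciferase (PKLight detection mix) with 10 uM ATP in pH 7.2 imidazole buffer (KCl, MgCl2, Tween 20, BSA). Compounds tested across a concentration series (qHTS). Luminescence read after 8 min at ambient temperature.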
* = called active by the depositor; i = inactive; ? = inconclusive; . = no result given; [ ] = another dose, or the depositor's remark. Unless noted, calls come from the whole dose curve; as a rule, active = well fitted curve in the direction sought with a large enough effect; inconclusive = small, poorly fitted or top-dose-only effect, or another doubt; inactive = no such curve, though single readings can be large; an effect the other way counts as inactive or inconclusive. Some of the compounds tested; count on the stated rates, not on these rows.

SMILES | ERK AVP inh | UbGFP stabilizer | A350 autofl | CRE Fsk mod | Fluorescein fluor | 4MU fluor | Texas Red fluor | Hsp90 Hop PPI | Epigenetic mod | HBB splicing | FLuc inh
CCOc1cccc(NC(=O)CSc2nncn2N)c1 | 11% | -6% | i | 2% | i | i | i | 77% | 3% | . | 4%
COc1ccc(C)cc1NC(=O)CSc1nnc(-c2ccc(Br)cc2)o1 | -23% | -3% | i | 3% | i | i | i | 1% | 2% | -0.8% | 1%
COC(=O)c1ccc(C)c(NC(=O)CN(c2cc(OC)ccc2OC)S(C)(=O)=O)c1 | 1% | 4% | . | 0% | . | . | . | -2% | 0% | -0.1%[9.22 µM] | -1%
Cc1cccc(N2CCN(S(C)(=O)=O)CC2)c1C | -8% | 0% | . | -12% | . | . | . | -2% | 2% | -3.2% | -3%
CCOC(=O)c1cc2c(=O)n3ccccc3nc2n(CCOC)c1=NC(=O)C(C)(C)C | 3% | 7% | 1.4e-06M* | 10µM* | i | 1.5e-06M* | i | -4% | -1% | -1.2% | 0%
CN(c1ccccc1)C(c1ccc(F)cc1)c1nnnn1C1CCCC1 (stereo unspecified) | 78%[activator] | 3% | ? | -4% | i | ? | i | ? | 2% | . | -3%
Oc1ccc(-c2nc3ccccn3c2NCc2ccc3c(c2)OCO3)cc1 | ? | 8% | 2.7e-08M* | 6% | i | 3.2e-08M* | i | -30% | 5% | . | -7%
Nc1cc(C(=O)O)ccc1Nc1ccccc1 | -9% | -14%[9.17 µM] | . | ? | . | . | . | -9%[11 µM] | -2% | 2.5%[0.0738 µM] | -2%
COc1ccc(-c2oc(/N=C/N3CCOCC3)c(C#N)c2-c2ccc(OC)cc2)cc1 | ? | 0% | . | 11% | . | . | . | -20% | -2% | -0.9% | -7%
CSc1nsc(SC)c1NC(=O)OCc1ccccc1 | 17% | 4% | i | ? | i | i | i | 2% | -1% | -1.4% | -2%
C=CCn1c(NC(=O)c2ccc(C)cc2)c(C#N)sc1=N | ? | -4% | 2.7e-07M* | ? | i | 2.9e-07M* | i | 3% | 0% | -0.5% | -6%
COc1ccc(C2C(C(=O)c3cccs3)=C(O)C(=O)N2c2nncs2)cc1 (stereo unspecified) | 3% | 9% | . | -10% | . | . | . | 0% | 2% | -4.1% | 2%
Nc1nnc(-c2cc3ccccc3oc2=O)s1 | -23% | -7% | 2.7e-07M* | ? | ? | 2.1e-07M* | i | 1% | 3% | 0.0%[57.5 µM] | -15%
c1ccc(CSc2nnc(-c3ccncc3)o2)cc1 | 46%[activator] | 4% | . | -24% | . | . | . | 5% | -2% | -0.4%[9.22 µM] | -5%
CSC1=C(C#N)C(c2cccc(Br)c2)CC(=O)N1 (stereo unspecified) | 20µM* | -3% | i | ? | ? | i | i | 0% | 1% | -4.7% | 0%
CCOC(=O)C1=C(c2ccccc2)OC(N)=C(C#N)C1C(C)C (stereo unspecified) | -2% | 4% | i | ? | ? | i | i | -1% | 0% | -0.5% | 2%
O=C(Nc1nncs1)c1ccc(N2C(=O)C3C4C=CC(C4)C3C2=O)cc1 (stereo unspecified) | -9% | -5% | i | ? | i | i | i | -1% | -3% | -3.0% | -6%
CCCS(=O)(=O)c1c(S(=O)(=O)CCC)c2c3ccccc3ccn2c1C(N)=O | -17% | 4% | . | 2% | . | . | . | -6% | 0% | -0.5% | 4%
N#C/C(=C(/O)CN1CCOCC1)c1nc2ccccc2s1 | -16% | -6% | i | 3% | ? | i | i | -6% | 6% | -1.3% | -2%
COc1ccc(NC(=O)C2CCCN2c2ccc(OC)c(OC)c2)cc1OC (stereo unspecified) | 15% | 2% | i | ? | i | i | i | -16% | 2% | . | -1%
Cc1c(C(=O)CN2CCOCC2)[nH]c2ccccc12 | -3% | -15% | ? | -16% | ? | i | i | -2% | -3% | 0.8% | 1%
O=C(CSc1nc(N2CCCCC2)nc(N2CCCCC2)n1)c1ccccc1 | 17% | -1% | i | -1% | ? | i | ? | 2% | -3% | -0.6% | 0%
O=C(CSc1nc(O)c(Cc2ccccc2F)c(=O)[nH]1)N1CCCCCC1 | -6% | 16% | i | ? | i | i | i | 2% | 1% | 0.0% | 3%
COCC(=O)N(Cc1ccc(OC)cc1)Cc1nc2ccccc2c(=O)[nH]1 | -28% | -5% | i | 15% | ? | i | i | -2% | 0% | . | -5%
CC(C)OC(=O)CN1C(=O)C(C)(C)Oc2ccc(C(=O)NC3CC3)cc21 | -1% | -3% | i | 4% | i | i | i | 1% | 7% | 0.1%[57.5 µM] | 0%
COc1ccc(Oc2ncc3nc(-c4ccc(Cl)cc4)c(=O)n(C4CC4)c3n2)cc1 | -18% | -2% | i | 10% | i | i | i | 2% | -2%[9.22 µM] | 0.0% | 0%[11.4 µM]
COc1ccc(NC(=O)N(Cc2ccc(C)cc2)Cc2ccccn2)c(OC)c1 | -24% | 12% | . | 19% | . | . | . | -1% | -3% | 0.4% | 0%
CCOC(=O)CSc1nnc(Cn2nnc(-c3ccccc3)n2)n1C | -17% | -4% | i | 0% | i | i | i | -5% | 0% | 2.4% | 1%
COc1cc2cc(CN(CCO)S(=O)(=O)c3ccccc3Cl)c(=O)[nH]c2cc1OC | 4% | 2% | 3.3e-07M* | ? | ? | 2.6e-07M* | i | 0% | -1% | -0.6% | 1%
Oc1ccc(CN2CCCCC2)nc1-c1ccccc1 | 7% | 1% | 5.4e-08M* | -17% | ? | 4.4e-08M* | i | -3% | -1% | -1.2% | -30%
Cc1nnc(SCc2ccc(Cl)cc2)n1CC1CCCO1 (stereo unspecified) | -10% | -4% | ? | ? | ? | i | i | -2% | -3% | -1.0% | -1%
COc1cc2c(cc1NCc1ccccn1)oc1ccccc12 | -18% | -3% | i | ? | i | i | i | ? | 0% | 0.9% | -7%
CN(C)CCCNC(=O)CC(c1ccccc1)c1ccccc1O (stereo unspecified) | 8% | 9% | i | -6% | i | i | i | -3% | -3% | -0.7% | -1%
Cc1nn(-c2ccccn2)c2c1-c1nc(N)ncc1CC2 | 4% | -13% | 1e-08M* | 7% | i | ? | i | -3% | 2% | 0.0% | 10µM*
CCC1=C(C(=O)OC)C(c2cc(OC)ccc2OC)C(C#N)=C(N)O1 (stereo unspecified) | . | . | i | . | i | i | i | . | -3%[20.6 µM] | . | 3%[25.5 µM]
O=C(Nc1cn(-c2ccccc2)nc1-c1cccs1)c1ccco1 | -21% | 0% | ? | 3% | i | ? | i | 2% | 3% | -0.5%[57.5 µM] | -18%
c1ccc2c(c1)[nH]c1c(NCC3CCCO3)ncnc12 (stereo unspecified) | ? | 0% | ? | 10% | i | ? | i | -4% | 2% | -1.2%[0.369 µM] | -5%
COC(=O)NCc1ccc(Cl)c(Cl)c1 | 9% | 20% | . | -5% | . | . | . | 1% | -2% | 1.1%[9.22 µM] | 0%
COc1ccc(NC(=O)c2ccccc2NS(C)(=O)=O)cc1OC | ? | 4% | i | ? | ? | i | i | -6% | 3% | 5.3% | ?
CC(CNC(=O)C1CCCCC1)NC(=O)C1CCCCC1 (stereo unspecified) | 1% | -12% | . | -1% | . | . | . | -2% | -8% | 2.1% | -1%
O=C(CCN1C(=O)C2C3C=CC(C3)C2C1=O)NCCc1ccccc1 (stereo unspecified) | 16% | 18% | i | -8% | i | i | i | 1% | 4% | -0.8% | 2%
CC(C)c1ccc(/C=C2\C=C(c3ccc4ccccc4c3)OC2=O)cc1 | -20%[11.5 µM] | -7%[9.17 µM] | i | 19%[7.6 µM] | ? | i | i | 8%[11 µM] | -3%[9.22 µM] | 1.5%[9.22 µM] | 2%[11.4 µM]

Grouped by structure, those above containing fluorine.
SMILES | ERK AVP inh | UbGFP stabilizer | A350 autofl | CRE Fsk mod | Fluorescein fluor | 4MU fluor | Texas Red fluor | Hsp90 Hop PPI | Epigenetic mod | HBB splicing | FLuc inh
CN(c1ccccc1)C(c1ccc(F)cc1)c1nnnn1C1CCCC1 (stereo unspecified) | 78%[activator] | 3% | ? | -4% | i | ? | i | ? | 2% | . | -3%
O=C(CSc1nc(O)c(Cc2ccccc2F)c(=O)[nH]1)N1CCCCCC1 | -6% | 16% | i | ? | i | i | i | 2% | 1% | 0.0% | 3%
